Bioassay records: PubChem BioAssay, several laboratories
OXTR ag – human OXTR agonism. P30559. CHO-OTR cells, Fluo-8 calcium fluorescence; normalized: DMSO 0%, oxytocin 100%. activation, % at 3 µM. actives 0.32% (n = 320,000);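 active = activation above the mean of all tested compounds plus 3 SD, cutoff set per screening run, cut at about 20% in these data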;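 also: peak over basal fluorescence ratio from a 100 s FLIPR kinetic read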
NALP1 yeast inh – inhibitors of NALP1 inflammasome in yeast. actives 0.61% (n = 280,000). inhibition, % at 10 µM. S. cerevisiae NALP1/ASC/caspase-1 growth, X-gal OD620, 72 h; in the data active = inhibition mostly above about 24%, no sharp cut-off; inactive = mostly below about 32%; also: some compounds called inactive have numbers as strong as hits
PHOSPHO1 inh – inhibitors of human PHOSPHO1 phosphatase; Q8TCT1; inhibition, % at 13.3 µM; recombinant PHOSPHO1, absorbance phosphatase assay; actives 1.1% (n = 290,000); in the data active = inhibition above about 60%
Target sequence (Q8TCT1 whole entry, looked up): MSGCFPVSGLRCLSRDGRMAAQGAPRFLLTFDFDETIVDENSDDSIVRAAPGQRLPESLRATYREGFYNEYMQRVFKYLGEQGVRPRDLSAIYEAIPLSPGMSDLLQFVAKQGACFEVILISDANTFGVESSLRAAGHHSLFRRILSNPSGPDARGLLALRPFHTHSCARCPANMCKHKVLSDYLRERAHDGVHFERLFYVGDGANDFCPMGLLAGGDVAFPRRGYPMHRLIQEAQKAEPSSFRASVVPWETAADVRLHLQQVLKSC
MEKK2 WT-MEK5 – raises or lowers MEK5 binding to wildtype human MEKK2 PB1 domain; actives 1.1% (n = 290,000); bead flow cytometry, Alexa488-MEK5 binding to MEKK2 WT; actives lie on both sides; binding response (% of control), % at 10 µM; Q9Y2U5; AID 1531; in the data active = binding response below about 67% or above about 130%
GPR7 antagonist – human neuropeptides B/W receptor 1 antagonism | P48145 | GPR7-expressing cells, fluorescence antagonist assay | inhibition, % at 4.4 µM | actives 1.1% (n = 290,000) | AID 1861; in the data active = inhibition above about 16%, passing the limit was not always enough;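 also: cells stimulated with the agonist NPW; 0% = agonist with vehicle and 100% = vehicle without agonist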
Target sequence (P48145 whole entry, looked up): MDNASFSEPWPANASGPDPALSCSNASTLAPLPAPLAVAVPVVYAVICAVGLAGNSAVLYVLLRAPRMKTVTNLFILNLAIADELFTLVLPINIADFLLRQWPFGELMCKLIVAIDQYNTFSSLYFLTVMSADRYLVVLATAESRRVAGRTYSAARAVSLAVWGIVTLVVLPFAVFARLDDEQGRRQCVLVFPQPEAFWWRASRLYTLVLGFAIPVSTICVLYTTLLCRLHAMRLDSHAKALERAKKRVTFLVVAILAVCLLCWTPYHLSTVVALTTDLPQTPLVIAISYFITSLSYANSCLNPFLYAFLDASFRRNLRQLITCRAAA
MEKK2mut PB1 HTS – signal of MEK5 binding to mutant human MEKK2 PB1 domain; percent response, % at 10 µM; actives 0.35% (n = 290,000); bead flow cytometry, Alexa488-MEK5 binding to MEKK2 mutant; in the data active = percent response above about 24%, passing the limit was not always enough; also: inactives centre near 1; some results filed as inactive read as strong as hits; reference of the scale not given here
MEKK3 PB1 HTS – raises or lowers MEK5 binding to the human MEKK3 PB1 domain; Q99759; bead-based flow cytometry, Alexa488-MEK5 binding to MEKK3; actives lie on both sides; 0 = blocked by unlabeled MEK5, 100 = vehicle; binding response (% of control), % at 10 µM; actives 1.4% (n = 290,000); AID 1529;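 active = binding response more than 3 SD above or below the average of its plate-row segment, actives on both sides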;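 also: Alexa488 bead fluorescence after subtracting the streptavidin-only scavenger bead signal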
M18AAP inhibitor – PfM18AAP enzyme inhibition. recombinant PfM18AAP, H-Glu-NHMec fluorogenic cleavage. inhibition, % at 7.35 µM. actives 1.2% (n = 290,000). AID 1822;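 active = inhibition above the campaign mean inhibition over all tested compounds plus 3 SD, cut at about 28% in these data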;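 also: 0% = plate median of test compound wells and 100% = 2 mM ZnCl2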
FID counter – counter-screen for HCV NS3 helicase inhibitors: DNA intercalator displacement; DNA fluorescent intercalator displacement, fluorescence; actives 0.17% (n = 290,000); AID 1845; inhibition, % at 7.9 µM; in the data active = inhibition above about 37%;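 also: 0% = vehicle and 100% = reference compound; higher means more ethidium bromide displaced from hairpin DNA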
Numbers without * were called inactive; . = not tested or not shown.

SMILES	OXTR ag	NALP1 yeast inh	PHOSPHO1 inh	MEKK2 WT-MEK5	GPR7 antagonist	MEKK2mut PB1 HTS	MEKK3 PB1 HTS	M18AAP inhibitor	FID counter
Cc1ccc2cc(C=C(C#N)C#N)c(N3CCCCC3)nc2c1	-2.2	-6	14	90	-6	-4	99	7	-1
O=Cc1cccn1-c1ncc(Br)cn1	0.6	-40	8	101	-13	1	106	0	-3
CCn1ccnc1CN1CCCC(C(=O)c2ccc3cc(OC)ccc3c2)C1 (stereo unspecified)	7.1	9	-3	120	-11	11	104	0	10
COc1ccccc1NS(=O)(=O)c1cc(NC(C)=O)ccc1N1CCCCC1	0.5	2	-21	96	-13	-3	104	8	-15
O=C(COc1ccccc1Cl)NCCCNC(=O)c1cccnc1	0.3	-4	32	97	-2	2	101	5	-9
CC(C)(C)Nc1nc(N)nc(Cl)n1	-0.5	8	8	95	6	-5	98	-2	-5
Cc1c(C(=O)O)sc2ncnc(N3CCCCC3C)c12 (stereo unspecified)	0.2	2	10	111	-14	6	112	5	-7
CCc1nc(CNC(=O)C2CCC(=O)N(CCc3ccc(OC)cc3)C2)cs1 (stereo unspecified)	-0.5	3	18	103	-10	5	98	0	-28
C=CCNC(=O)c1cc(Cl)ccc1[N+](=O)[O-]	-1.4	30	22	107	-5	1	112	-1	1
CCCCOC(=O)Cn1c(=O)oc2ccc(C)cc21	-1.8	21	-10	107	-17	11	105	3	-5
O=C(NNC(=O)C1CCN(S(=O)(=O)c2ccc(Cl)cc2)CC1)c1ccc(Cl)cc1	14	-2	-38	109	-12	4	111	0	-9
COc1ccc(C(c2sc3nc(C)nn3c2O)N2CCC3(CC2)OCCO3)cc1 (stereo unspecified)	-0.4	11	10	107	-4	2	104	1	-23
COc1ccc(NC(=O)c2cc3c(COC(C)=O)cnc(C)c3oc2=Nc2cccc(C(=O)O)c2)c(OC)c1	0.1	2	-89	102	-12	-1	101	-14	-9
COc1ccc(-c2nnn(CC(=O)N(CC(=O)NCCC(C)C)c3ccccc3)n2)cc1OC	0.9	32	-1	96	0	2	101	-5	-37
CCOc1ccc(C(=O)O)cn1	0.2	2	7	90	-2	3	98	4	-4
Cc1ccc(C)c(NC2=NS(=O)(=O)c3ccccc32)c1	-0.3	22	-13	97	-6	2	100	-6	-1
COC(=O)c1ccc(-n2cncn2)c(F)c1	0.9	5	33	101	-7	0	99	1	0
Cc1ccc(NC(=O)NCc2ccccn2)cc1Cl	-0.5	9	53	106	-16	8	101	2	-5
O=C(O)c1cc2nc(-c3ccccc3)cc(-c3ccccc3)n2n1	0.5	14	4	83	2	-11	93	-1	-35
COc1ccc(S(=O)(=O)N2CCC(C)CC2)cc1Br	-1.6	10	4	107	-10	4	105	4	-12
COc1ccccc1NS(=O)(=O)c1cc(NC(=O)CNC(=O)c2cc(C)cc(C)c2)ccc1C	0.0	.	-9	90	-16	1	77	-2	-13
CCOc1ccc(NC(=O)CCN2C(=O)c3cccc([N+](=O)[O-])c3C2=O)cc1	.	4	39	109	-19	5	108	0	-3
O=C1c2cccnc2C(O)N1Cc1ccc(F)cc1 (stereo unspecified)	1.4	-92	-14	96	-3	0	96	10	-1
CC1CCCN(C(=O)c2cc3c(=O)n4ccccc4nc3s2)C1 (stereo unspecified)	1.0	8	32	97	-14	2	99	-3	-26
C/C(=N\NC(=O)CN1CCCCC1)c1ccccc1O	1.5	-23	35	113	-9	19	118	24	-9
O=C(Cc1ccccc1)Nc1ccc(-c2nnc(-c3ccco3)o2)cc1	0.2	2	-6	101	0	0	99	-1	-11
O=C(CCN1C(=O)/C(=C/c2ccc(F)cc2)SC1=S)N[C@@H](CO)Cc1ccccc1	0.9	15	2	102	3	2	103	-5	-44
c1ccc(-c2nccc(-c3ccc4c(c3)OCO4)n2)cc1	-2.0	10	24	97	1	-2	98	3	1
CCCN1C2CCCC1CC(NC(=O)c1cccc([N+](=O)[O-])c1)C2 (stereo unspecified)	-0.4	28	23	100	0	7	100	1	2
C=CCNC(=S)N1CCN(CCNC2=CC(=O)CC(C)(C)C2)CC1	-0.2	10	27	100	-6	-4	95	-2	-17

Of the compounds above, these have bromine:
SMILES	OXTR ag	NALP1 yeast inh	PHOSPHO1 inh	MEKK2 WT-MEK5	GPR7 antagonist	MEKK2mut PB1 HTS	MEKK3 PB1 HTS	M18AAP inhibitor	FID counter
O=Cc1cccn1-c1ncc(Br)cn1	0.6	-40	8	101	-13	1	106	0	-3
COc1ccc(S(=O)(=O)N2CCC(C)CC2)cc1Br	-1.6	10	4	107	-10	4	105	4	-12

The listing continues.
SMILES	OXTR ag	NALP1 yeast inh	PHOSPHO1 inh	MEKK2 WT-MEK5	GPR7 antagonist	MEKK2mut PB1 HTS	MEKK3 PB1 HTS	M18AAP inhibitor	FID counter
COc1ccccc1NC(=O)Cn1cnc2c(nnn2-c2ccc(C)cc2)c1=O	1.6	8	34	97	-21	1	99	-5	-4
O=C(Nc1ccc(NC(=O)c2cccs2)cc1)c1cccnc1	2.2	-6	-6	107	-5	-1	105	0	2
CC(C)(C)C(=O)Nc1c2c(nc3c1CCC3)CCCC2	-0.8	16	-6	87	-12	-10	87	-2	-7
CCOc1ccc(N(CC(=O)Nc2ccc(C)cc2)S(C)(=O)=O)cc1	-0.4	15	-2	96	13	-1	91	-5	-20
CCOC(=O)c1cc2c(ccn2C)n1Cc1ccc(Cl)cc1	-2.4	0	-17	103	-22	1	102	5	-7
C/C(=N\NC(=O)C(=O)Nc1c(C)n(C)n(-c2ccccc2)c1=O)c1ccncc1	-0.7	6	32	98	-11	-2	97	0	-13
O=C(NC1CCN(C(=S)NCCc2ccccc2)CC1)C1CC1	-0.5	-2	12	85	-2	-1	84	0	-11
CCN(CC)Cc1nc2c(c(=O)[nH]1)C(CC)(CC)Cc1ccccc1-2	-1.3	0	30	117	-10	9	106	-5	4
CCc1nnc(NC(=O)c2cc(S(=O)(=O)N(CC)CC)ccc2Cl)s1	2.3	2	-7	107	-6	6	104	4	-22
CN(C(=O)c1cc(-c2ccc3c(c2)OCO3)on1)c1ccccc1	-0.2	13	0	107	17	2	102	-2	-29
COc1cccc(N2CCN(S(=O)(=O)c3ccc4c(c3)oc(=O)n4C)CC2)c1	0.9	19	29	102	-12	0	102	-10	-16
C=CCOCCN(C)C1=NS(=O)(=O)c2ccccc21	0.0	5	18	98	-8	0	100	2	6
O=C(COC(=O)c1ccc(S(=O)(=O)N2CCc3ccccc3C2)cc1)NC(=O)NCc1ccco1	-0.9	8	8	102	1	7	109	3	-9
COc1cccc(NC(=O)CCC2CCN(C(=O)c3ccc(C(C)=O)s3)CC2)c1	10	3	12	102	2	3	101	3	-37
Clc1ccc(CO/N=C/c2cccs2)cc1	-0.1	16	8	92	-2	-22	86	3	-3
CCN(CC(=O)NCCc1ccc(Cl)cc1)Cc1nc2ccccc2c(=O)[nH]1	0.8	4	-1	94	1	-2	102	13	-21
COc1ccccc1S(=O)(=O)Cc1ccc(C(=O)NC2CC2)o1	0.3	-15	28	104	-5	2	99	0	-7
Cn1c(=O)c2c(ncn2CC(=O)OCC(=O)Nc2ccc(Cl)cc2Cl)n(C)c1=O	3.1	6	11	108	-7	1	106	-2	0
CCOC(=O)/C(C(N)=NC)=C(\O)c1ccccc1	1.3	19	10	99	-5	-4	99	-5	-4
CC(C)C(NC(=O)c1ccccc1)c1nnc(SCC(=O)Nc2nccs2)n1C (stereo unspecified)	0.6	0	16	90	-10	-6	91	-13	-11
Cc1ccc(S(=O)(=O)Nc2cccnc2)c(C)c1C	2.3	-28	.	105	-9	2	101	-12	-10
CCOC(=O)N1CCC(NC(=O)CCCC(=O)O)CC1	-0.1	-18	16	101	-4	-1	100	-10	-1
O=C1N=C(N2CCOCC2)S/C1=C\c1cccnc1	1.0	-13	34	100	-15	1	99	2	-3
CN(C)S(=O)(=O)c1cccc(NC(=O)/C=C/c2ccccc2[N+](=O)[O-])c1	0.5	6	-30	96	4	-2	100	-8	11
CCOc1ccccc1NC(=O)NNS(=O)(=O)c1ccc([N+](=O)[O-])cc1	-0.3	-12	21	95	10	-9	93	12	6
CCOc1ccc(OCc2ccc(C(=O)OCc3ccccn3)o2)cc1	2.8	11	-7	.	-4	.	.	0	-31
COC(=O)C1SCC2C(=O)N(Cc3cccc(C)c3)CC(=O)N21 (stereo unspecified)	0.2	0	-13	97	-8	-2	95	0	0
Cc1ccccc1C(=O)OC1CCCN(C)C1 (stereo unspecified)	1.2	5	34	104	-19	5	103	1	1
CCCCNC(=O)CSc1nc2cc3c(cc2c(=O)n1CCCC(=O)NCCc1ccc(OC)c(OC)c1)OCO3	-1.0	-5	-15	102	-10	-1	99	1	-1

By substructure, the compounds so far containing a Cl atom (10)
SMILES	OXTR ag	NALP1 yeast inh	PHOSPHO1 inh	MEKK2 WT-MEK5	GPR7 antagonist	MEKK2mut PB1 HTS	MEKK3 PB1 HTS	M18AAP inhibitor	FID counter
O=C(COc1ccccc1Cl)NCCCNC(=O)c1cccnc1	0.3	-4	32	97	-2	2	101	5	-9
CC(C)(C)Nc1nc(N)nc(Cl)n1	-0.5	8	8	95	6	-5	98	-2	-5
C=CCNC(=O)c1cc(Cl)ccc1[N+](=O)[O-]	-1.4	30	22	107	-5	1	112	-1	1
O=C(NNC(=O)C1CCN(S(=O)(=O)c2ccc(Cl)cc2)CC1)c1ccc(Cl)cc1	14	-2	-38	109	-12	4	111	0	-9
Cc1ccc(NC(=O)NCc2ccccn2)cc1Cl	-0.5	9	53	106	-16	8	101	2	-5
CCOC(=O)c1cc2c(ccn2C)n1Cc1ccc(Cl)cc1	-2.4	0	-17	103	-22	1	102	5	-7
CCc1nnc(NC(=O)c2cc(S(=O)(=O)N(CC)CC)ccc2Cl)s1	2.3	2	-7	107	-6	6	104	4	-22
Clc1ccc(CO/N=C/c2cccs2)cc1	-0.1	16	8	92	-2	-22	86	3	-3
CCN(CC(=O)NCCc1ccc(Cl)cc1)Cc1nc2ccccc2c(=O)[nH]1	0.8	4	-1	94	1	-2	102	13	-21
Cn1c(=O)c2c(ncn2CC(=O)OCC(=O)Nc2ccc(Cl)cc2Cl)n(C)c1=O	3.1	6	11	108	-7	1	106	-2	0
